Screening results from PubChem BioAssay.
Tat export inh: E. coli Tat export inhibitors, primary screen, MC4100, TorA-mCherry reporter, fluorescence, single point; inhibition, % at 10 µM; 340,000 tested, 0.036% active;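 active = mean replicate inhibition at least 50% and at least half of replicates individually reaching 50%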;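 also: exported cargo escapes ClpAP degradation while cytoplasmic cargo is degraded and loses fluorescence; 0% = median of neutral control wells and 100% = median of NaSCN control wells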
V-ATPase pH: regulators of yeast V-ATPase proton pumping, primary screen, pHLuorin cytosolic pH fluorescence; response, % at 10 µM; AID 504577, 2011; S. cerevisiae; 350,000 tested, 0.37% active; in the data active = response mostly above about 7.3%, no sharp cut-off; inactive = mostly below about 5.4%; also: actives read high; inactives centre near 0; some compounds called inactive have numbers as strong as hits
CAL PDZ FP-1: CAL PDZ peptide-binding inhibitors, primary screen, biochemical, fluorescence polarization, Cer-tagged CAL PDZ, HTS; Golgi-associated PDZ and coiled-coil motif-containing protein (Homo sapiens), Q9HD26; purified CAL PDZ, TMR-peptide fluorescence polarization, 1 h; inhibition, % at 20 µM; 330,000 tested, 0.02% active; AID 504414, 2011;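 active = highest replicate inhibition of at least 40%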;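 also: plate controls were DMSO neutral control wells for no effect and unlabeled competitor peptide control wells for full effect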
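Test system: purified CerCALP PDZ construct; Compound dosing: one concentration, 20 µM compound; Also added: TMR-labelled reporter peptide T*-PRC34 bound in PDZ groove; Read-out: inhibition from polarization loss; Controls: unlabelled peptide and DMSO controls; Signal: FP readout, S and P plane fluorescence; Incubation: 1 h at RT.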
CAL PDZ FP-2: untagged CAL PDZ binding inhibitors, primary screen, biochemical, fluorescence polarization, HTS. Golgi-associated PDZ and coiled-coil motif-containing protein (Homo sapiens), Q9HD26. AID 602252, 2012. inhibition, % at 24.9 µM. purified CAL PDZ, TMR-peptide fluorescence polarization, 1 h. 300,000 tested, 0.92% active;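 active = mean inhibition of at least 30% with at least half of replicates also reaching 30%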;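 also: 0% = DMSO neutral control and 100% = excess unlabeled competitor peptide PRC23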
Wnt act: Wnt/beta-catenin pathway activators, primary screen, cell-based, plate reader, single point | Wnt/beta-catenin reporter cell assay, activator | activation, % at 9.35 µM | 300,000 tested, 1.2% active | AID 743398, 2014; in the data active = activation above about 30%, passing the limit was not always enough;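 also: 0% = neutral control wells and 100% = positive control wells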
RTF Ca sens act: cardiac RTF calcium sensitivity activators, primary screen, biochemical, IANBD-TnC fluorescence, EC20 calcium | Troponin I, cardiac muscle (Homo sapiens) + Troponin T, cardiac muscle (Homo sapiens) + … | IANBD-labeled TnC RTF fluorescence at EC20 calcium; 0% EC20 calcium, 100% full calcium | activation, % at 7.2 µM | 340,000 tested, 0.24% active;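 active = activation above the mean over all tested compounds plus 3 SD, cut at about 30% in these data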;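 also: rise in fluorescence read as greater calcium sensitivity of cardiac thin filaments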
MITF TRPM1 HTS: activators of MITF-driven TRPM1 promoter reporter, primary screen, cell-based, SK-MEL-5, luciferase, single point; SK-MEL-5 TRPM1-promoter luciferase, 24 h; % of positive control, neutral wells = 0; activation, % at 12.5 µM; 300,000 tested, 0.75% active; AID 588334, 2011;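 active = mean activation of at least 80% with every replicate also reaching 80%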;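 also: 0% = neutral control wells and 100% = parthenolide positive control wells; values of inactives mirror those of a sister screen read the other way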
Rtt109 HAT inh: inhibitors of C. albicans Rtt109/Vps75 HAT, primary screen, biochemical, ThioGlo CoA-SH fluorescence, plate reader | purified Rtt109/Vps75, 4 h | inhibition, % at 34.9 µM | 330,000 tested, 0.16% active | AID 540336, 2011;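 active = inhibition of at least 50% in every replicate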
Target sequence (Q5AAJ8 whole entry, looked up): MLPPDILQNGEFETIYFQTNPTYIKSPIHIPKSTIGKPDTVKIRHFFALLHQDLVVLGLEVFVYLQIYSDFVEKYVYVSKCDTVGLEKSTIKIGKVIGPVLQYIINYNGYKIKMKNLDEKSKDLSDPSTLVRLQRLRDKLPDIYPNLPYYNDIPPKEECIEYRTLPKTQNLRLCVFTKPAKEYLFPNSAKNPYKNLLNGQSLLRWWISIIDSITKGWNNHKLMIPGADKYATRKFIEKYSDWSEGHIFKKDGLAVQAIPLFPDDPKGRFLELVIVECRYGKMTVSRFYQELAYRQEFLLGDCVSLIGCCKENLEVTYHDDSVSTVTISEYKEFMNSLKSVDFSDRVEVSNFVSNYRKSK
CDK5 inh: inhibitors of human CDK5/p35 kinase, primary screen, biochemical, single concentration | Recombinant CDK5/p35, ADP-Glo luminescence, 60 min | inhibition, % at 10 µM | 330,000 tested, 0.01% active;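 active = highest replicate inhibition of at least 50% and at least 75% of replicates reaching 50%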;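 also: plate controls were DMSO neutral control for no effect and GW8510 at 10 µM for full effect; many of its hits are not listed in these tables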
Target sequence (Q00535 whole entry, looked up): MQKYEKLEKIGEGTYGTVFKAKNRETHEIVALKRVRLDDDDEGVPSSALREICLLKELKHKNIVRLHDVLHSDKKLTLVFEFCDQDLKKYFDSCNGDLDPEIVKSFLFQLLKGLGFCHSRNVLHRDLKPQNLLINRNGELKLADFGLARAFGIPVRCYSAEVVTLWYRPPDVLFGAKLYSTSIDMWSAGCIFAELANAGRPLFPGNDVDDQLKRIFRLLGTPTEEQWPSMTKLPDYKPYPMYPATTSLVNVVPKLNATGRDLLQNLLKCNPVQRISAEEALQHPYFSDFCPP
Target sequence (Q15078 whole entry, looked up): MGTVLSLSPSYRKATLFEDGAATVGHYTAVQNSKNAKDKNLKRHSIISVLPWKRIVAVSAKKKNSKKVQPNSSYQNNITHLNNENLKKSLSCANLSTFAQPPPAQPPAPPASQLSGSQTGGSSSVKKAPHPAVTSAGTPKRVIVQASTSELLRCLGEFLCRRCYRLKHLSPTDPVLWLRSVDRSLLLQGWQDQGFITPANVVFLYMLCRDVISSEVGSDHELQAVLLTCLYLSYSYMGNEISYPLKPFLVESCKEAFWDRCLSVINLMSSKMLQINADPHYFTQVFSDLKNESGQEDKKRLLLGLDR
dFosB activator: activators of delta FosB homodimer, primary screen, biochemical, fluorescence polarization, TAMRA-CDK5 oligo, single point | AID 493131, 2011 | 340,000 tested, 0.99% active | purified delta FosB; percent of positive-control signal above neutral wells | Protein FosB (Mus musculus), P13346 | activation, % at 25 µM;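 active = mean activation above about 17%, with every replicate also reaching it, limit read from the data, passing the limit was not always enough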;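 also: fluorescence polarization rise as delta FosB binds a TAMRA Cdk5 AP-1 oligo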
An asterisk follows results filed as active; . = not tested or not shown; & = joins results of further samples.

SMILES | Tat export inh | V-ATPase pH | CAL PDZ FP-1 | CAL PDZ FP-2 | Wnt act | RTF Ca sens act | MITF TRPM1 HTS | Rtt109 HAT inh | CDK5 inh | dFosB activator
CN(C)CCn1c(NCc2ccc3c(c2)OCO3)nc2ccccc21 | -13 | 2 | 1.2 | 0 | 0 | -2 | . | 2 | 1.7 | 7
Cn1nc([N+](=O)[O-])nc1Oc1ccccc1N | -15 | -8 | -0.2 | 0 | . | -1 | . | 1 | -0.4 | -5
O=C(O)c1ccc(-c2noc(-c3cccc(F)c3)n2)cc1 | -4 | 1 | -0.4 | -7 | 45* | 2 | 53 | 2 | 1.6 | -7
Cc1ccc(C(=O)NCCc2cccc(Cl)c2)cc1[N+](=O)[O-] | 6 | -2 | -0.6 | 0 | 17 | -1 | 48 | -4 | -1.0 | -4
CC1CCCCN1C(=O)COC(=O)Cc1c[nH]c2ccccc12 (stereo not given) | -2 | 3 | -0.5 | 0 | 0 | -1 | -6 | 6 | 0.2 | 3
CN1CCN(C(=O)CCN2C(=O)/C(=C/c3ccccc3Cl)SC2=S)CC1 | -1 | 6 | 0.0 | -4 | -4 | -3 | 1 | 6 | 1.9 | -5
C[C@@H]1CN([C@@H](C)CO)C(=O)c2cccc(NC(=O)Nc3ccccc3)c2O[C@H]1CN(C)C(=O)Nc1cccc2ccccc12 | 12 | 3 | 4.0 | -2 | 3 | 5 | -12 | 10 | -2.5 | -10
O=S(=O)(c1ccc(C2=CSC3=NCCN23)cc1)N1CCOCC1 | 7 | 0 | 0.0 | 0 | 0 | -4 | . | -4 | 0.4 | -3
C=C(CC)C(=O)c1ccc(OCC(=O)O)c(Cl)c1Cl | -7&3 | 0 | 0.5 | -4 | -5 | 4 | 8 | 0&41 | -0.4 | -6
Cc1ccc(-c2cc(C(F)(F)F)n3nc(C(=O)N4CCN5CCCC5C4)cc3n2)cc1 (stereo not given) | -12 | -5 | -2.0 | -2 | -2 | -5 | -3 | -4 | -0.1 | -9
CCOC(=O)CSc1nnc(CSc2nc3ccccc3s2)n1C | -8 | -6 | -2.3 | 1 | -1 | -1 | -2 | 30 | -1.8 | -5
CCOC(=O)N1CCN(Cc2c(F)cccc2F)CC1 | -5 | -2 | -0.1 | 2 | 0 | 4 | 16 | 9 | 0.4 | -2
COC(=O)c1ccccc1NS(=O)(=O)c1ccc(O)c(C(=O)O)c1 | 1 | -1 | -2.4 | -4 | 4 | -2 | -8 | 4 | 1.5 | 1
Cc1ccc(O)c(NC2=C(Cl)C(=O)N(Cc3ccccc3)C2=O)c1 | 6 | -1 | 0.2 | . | -1 | 11 | -10 | -2 | 0.9 | -12
N#C/C(=C\c1ccc(C#N)cc1)C(=O)N1CCCC1 | 8 | 9 | -0.4 | 1 | . | 6 | 5 | -5 | -1.1 | -1
CCCCOc1ccc(N=Cc2ccc[nH]2)cc1 | -2 | 2 | -18 | -5 | 1 | -4 | -26 | 5 | -0.8 | 2
COC(=O)c1cccc(NC(=O)Nc2ccc(Cl)cc2Cl)c1 | -5 | -5 | -1.3 | . | 6 | 4 | 19 | -3 | -1.5 | -1
O=C(O)C(=O)/C(=C\c1ccccc1)c1ccc2ccccc2n1 | -7 | 4 | 0.8 | -7 | . | 4 | 6 | 0 | -2.1 | -5
COc1ccc(S(=O)(=O)NCc2cc(=O)n(C)c(=O)n2C)cc1C | -6 | -2 | -0.8 | . | -1 | 8 | 1 | -11 | -0.6 | -11
O=C(Nc1cccc(C(=O)O)c1)/C(=C\c1ccco1)NC(=O)c1ccccc1 | 9 | -2 | -1.3 | -4 | -2 | -1 | 1 | -1 | -2.6 | 2
Cc1cc(Br)ccc1NC(=O)c1ccc(-n2cncn2)c([N+](=O)[O-])c1 | -5 | 16 | -2.0 | -2 | -1 | -6 | -21 | -3 | -0.8 | -4
CN(C)C(CNC(=O)CCCc1c[nH]c2ccccc12)c1ccco1 (stereo not given) | -3 | -1 | -1.0 | -2 | -2 | 0 | . | 3 | -1.3 | -4
COc1ccc(CNCc2ccccc2[N+](=O)[O-])cc1OC | 8 | -2 | -0.4 | -4 | -1 | -3 | . | 17 | 2.7 | -7
Cn1c2ccccc2c2ncn(Cc3ccco3)c(=O)c21 | -7 | 2 | -2.4 | -2 | -2 | 1 | -9 | 3 | -0.3 | 13
Cc1ccc(-n2nnc3c(=O)n(Cc4ccccc4C)cnc32)cc1 | -3 | 3 | 0.2 | . | -2 | -2 | . | 3 | 0.0 | -3
COc1ccccc1/C=N/Nc1nccnc1Cl | -3 | -1 | -1.6 | -3 | 13 | 1 | 58 | -5 | 0.6 | -2
O=[N+]([O-])c1cccc(S(=O)(=O)N2CCC(c3nc(-c4ccncc4)no3)CC2)c1 | 3 | 5 | -2.0 | -2 | . | -3 | -4 | 1 | 0.6 | -7
O=C(c1ccc2c(=O)n(C3CCCC3)c(=S)[nH]c2c1)N1CCc2ccccc21 | 5 | 0 | -1.4 | -1 | . | -1 | . | -7 | -1.9 | 0
COc1ccc(C(CNS(=O)(=O)c2ccc(NC(C)=O)c(OC)c2)N2CCCC2)cc1 (stereo not given) | 8 | -1 | -1.3 | . | -1 | -2 | -4 | 4 | -2.9 | -4
Cc1ccc(NC(=S)NCCN(C2CCCCC2)C2CCCC2)cc1 | 7 | 4 | -2.9 | -1 | 1 | -1 | -1 | 1 | -0.3 | -9
Cc1cccc(NS(=O)(=O)c2cccc(C(=O)N3CCCCCC3)c2)c1 | -4 | 0 | -2.5 | -5 | -1 | -4 | 3 | 1 | 0.5 | -5
CCC(C)NC(=O)C1CCCN1S(=O)(=O)c1ccc(Cl)cc1 (stereo not given) | 0 | 3 | -2.1 | -1 | -1 | 5 | 10 | -2 | 1.9 | -4
COc1cc(C(=O)NCCCc2ccccc2)cc(OC)c1OC | -2 | -1 | -0.3 | -2 | -2 | 1 | . | -11 | 0.4 | -4
CC(CC(=O)N1CCc2ccccc21)n1cccn1 (stereo not given) | -2 | -4 | -2.5 | -2 | 2 | 17 | -6 | 6 | 0.8 | -3
COC(=O)c1ccc(/C=C/C(=O)c2cccc(OC)c2)cc1 | -2 | -1 | -0.5 | -4 | -7 | 3 | 37 | 6 | -0.6 | 1
CC(C)(C)OC(=O)NCC(=O)NCC(=O)OCc1ccccc1 | 7 | -4 | -0.1 | -1 | . | -2 | 3 | -37 | -1.2 | 0
O=C(Cc1ccccc1)NCCSC1CCCCC1 | 8 | 5 | -2.5 | 1 | 3 | 1 | 27 | 20 | 0.1 | -7
Cc1ccnc(NC(=O)CNC(=O)c2sc3ccccc3c2Cl)c1 | -9 | 0 | -0.3 | -7 | 12 | 13 | 85* | 3 | -0.7 | 3
COC(=O)c1c(-c2ccc(SC)cc2)sc2ccccc12 | 1 | -2 | -0.4 | -2 | 22 | -3 | 55 | -19 | 1.0 | -2
CC(C)C(=O)Nc1ccc2c(c1)Cc1cc(NC(=O)C(C)C)ccc1-2 | -3 | -3 | -2.4 | 2 | -2 | -2 | 3 | 2 | 0.8 | 3

Some of these compounds in order of the Rtt109 HAT inh value, falling:
SMILES | Tat export inh | V-ATPase pH | CAL PDZ FP-1 | CAL PDZ FP-2 | Wnt act | RTF Ca sens act | MITF TRPM1 HTS | Rtt109 HAT inh | CDK5 inh | dFosB activator
COc1ccc(C(CNS(=O)(=O)c2ccc(NC(C)=O)c(OC)c2)N2CCCC2)cc1 (stereo not given) | 8 | -1 | -1.3 | . | -1 | -2 | -4 | 4 | -2.9 | -4
Cc1ccc(-n2nnc3c(=O)n(Cc4ccccc4C)cnc32)cc1 | -3 | 3 | 0.2 | . | -2 | -2 | . | 3 | 0.0 | -3
Cc1cc(Br)ccc1NC(=O)c1ccc(-n2cncn2)c([N+](=O)[O-])c1 | -5 | 16 | -2.0 | -2 | -1 | -6 | -21 | -3 | -0.8 | -4

Next records follow:
SMILES | Tat export inh | V-ATPase pH | CAL PDZ FP-1 | CAL PDZ FP-2 | Wnt act | RTF Ca sens act | MITF TRPM1 HTS | Rtt109 HAT inh | CDK5 inh | dFosB activator
N#CCc1ccc(NC(=O)Nc2cccc3ccccc23)cc1 | 4 | -1 | -0.4 | -4 | . | -5 | 16 | -8 | -0.6 | -1
CC(C)(C)C(=O)N(Cc1nc2ccccc2c(=O)[nH]1)Cc1cccs1 | -1 | -4 | -3.4 | -1 | . | 12 | -7 | . | -0.1 | -11
CN(CCc1ccccn1)C(=O)c1ccc(OC2CCN(Cc3ccccn3)CC2)cc1 | -4 | 1 | -1.1 | 1 | -1 | 2 | 3 | 1 | -0.1 | -4
CCOc1ccc(C(=O)NCC2OCCc3ccccc32)cc1 (stereo not given) | -1 | -1 | 0.1 | 0 | . | -2 | 39 | -8 | -1.3 | -1
Cc1ccccc1Oc1nc2c(c(=O)n(C)c(=O)n2C)n1C | -1 | -4 | -1.1 | -3 | -1 | -3 | 10 | -4 | 1.0 | -3
C/C=C/CSc1nc2c(c(=O)[nH]c(=O)n2C)n1CCC | 1 | -3 | -0.1 | -3 | -1 | 0 | -6 | -6 | 1.0 | -6
Cc1cccc(N2C(=O)CC(N(O)c3ccccc3)C2=O)c1 (stereo not given) | 10 | 5 | -3.1 | -1 | 14 | 3 | . | -1 | -1.8 | 6
O=C(Nc1nnc(-c2ccc(F)cc2)o1)C1CCCN1S(=O)(=O)c1cccs1 (stereo not given) | 3 | -2 | -1.8 | -1 | 2 | 4 | 2 | 0 | 0.9 | -6
O=C(O)c1ccc(-c2ccco2)n1Cc1ccccc1 | -11 | 2 | -1.6 | 0 | . | -7 | -5 | -1 | -2.0 | -4
Cc1cccc(N2CCN(C(=O)C3COc4ccccc4O3)CC2)c1C (stereo not given) | 6 | -6 | -2.6 | -1 | -5 | -9 | 29 | . | -1.1 | 4
Cc1ccc(S(=O)(=O)c2nc(NCCCn3ccnc3)sc2Cl)cc1 | -3 | 1 | -1.3 | -2 | -3 | 1 | 1 | 11 | -0.3 | 4
NC(=O)CS(=O)(=O)c1ccc(Cl)cc1 | -4 | 0 | 0.7 | 4 | . | -4 | 10 | -1 | 1.6 | -1
Cn1cccc1CC(=O)NNC(=S)Nc1ccccc1Cl | -3 | 2 | -1.9 | -2 | 2 | -5 | -13 | 26 | 0.9 | -2
Clc1ncn(CCOc2ccccc2)c1Cl | 1 | -1 | -2.8 | -4 | 1 | 4 | 2 | -24 | 1.0 | 0
Cc1ccc(S(=O)(=O)C2(C(=O)N3CCCCCC3)CC2)cc1 | 3 | -1 | -1.3 | -1 | . | 1 | -1 | -4 | -0.3 | -2
Oc1ccc2ccccc2c1C=NCc1ccccc1 | 1 | -1 | -2.3 | -2 | 3 | -4 | -17 | -6 | -3.1 | 2
